Bioassay records as filed in PubChem BioAssay.
AmpC inh no detg = qHTS Inhibitors of AmpC Beta-Lactamase (assay without detergent); P00811; AmpC nitrocefin hydrolysis, absorbance 480 nm, 0.0001% Triton; Potency, µM (top dose mostly 57.1 µM), for inactives: at the highest dose activity change, negative = inhibition, usual class: inhibitors; actives 0.52% (n = 330,000); AID 485341, 2010;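 also: potency is read from the fitted curve at half-maximal effect; plate controls were no compound for no effect and no enzyme for full effect; nearly all actives have a fitted effect of over 20% in size; some results filed as inactive show a strong effect at the top dose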
Target sequence (P00811 whole entry, looked up): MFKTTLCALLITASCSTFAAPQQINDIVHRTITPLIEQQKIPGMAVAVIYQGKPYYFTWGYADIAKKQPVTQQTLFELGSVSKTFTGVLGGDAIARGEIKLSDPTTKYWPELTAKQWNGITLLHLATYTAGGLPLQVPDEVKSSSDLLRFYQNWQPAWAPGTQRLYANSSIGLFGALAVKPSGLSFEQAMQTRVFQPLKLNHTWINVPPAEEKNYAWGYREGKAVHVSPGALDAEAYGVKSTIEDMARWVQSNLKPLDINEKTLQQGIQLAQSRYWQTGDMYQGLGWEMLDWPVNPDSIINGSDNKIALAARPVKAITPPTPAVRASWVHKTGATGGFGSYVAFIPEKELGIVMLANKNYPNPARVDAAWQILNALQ
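20 mM phosphate pH 7.0 + 0.01% (detergent screen) or 0.0001% Triton X-100; 5.3 nM AmpC reagent; cpd preinc 15 min RT; nitrocefin (800 uM stock) to start; A480 q20 s × 4 min; Activity was normalised to no-enzyme and no-compound control wells.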
LmPK inhibitor = qHTS Assay for Inhibitors of Leishmania Mexicana Pyruvate Kinase (LmPK); Q27686; purified LmPK, Kinase-Glo ATP luminescence, 1 h; actives 0.37% (n = 290,000); Potency, µM (top dose mostly 57.5 µM), for inactives: top-dose activity change, negative = inhibition, usual class: inhibitors; also: potency is read from the fitted curve at half-maximal effect; % is scaled to controls: 0 for no effect and ±100 for the full control effect
Target sequence (Q27686 whole entry, looked up): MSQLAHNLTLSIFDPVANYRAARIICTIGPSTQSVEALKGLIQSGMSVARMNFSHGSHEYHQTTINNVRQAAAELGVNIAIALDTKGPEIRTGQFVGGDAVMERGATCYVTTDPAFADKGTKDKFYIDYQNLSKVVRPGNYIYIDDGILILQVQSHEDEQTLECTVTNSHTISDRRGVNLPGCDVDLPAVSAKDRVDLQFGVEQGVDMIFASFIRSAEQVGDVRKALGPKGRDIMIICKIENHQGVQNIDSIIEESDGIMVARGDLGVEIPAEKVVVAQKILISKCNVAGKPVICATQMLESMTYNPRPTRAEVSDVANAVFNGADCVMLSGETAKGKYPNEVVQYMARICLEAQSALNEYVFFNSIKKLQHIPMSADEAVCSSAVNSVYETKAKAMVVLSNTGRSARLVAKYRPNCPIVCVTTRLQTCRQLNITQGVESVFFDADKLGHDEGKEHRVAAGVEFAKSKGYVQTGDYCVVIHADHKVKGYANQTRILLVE
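Pyruvate kinase activity monitored as ATP production (luciferase luminescence). Conditions: 0.1 nM enzyme, 0.5 mM PEP, 0.1 mM ADP, 1 h, RT; normalized against uninhibited and no-enzyme wells.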
Shiga inhibitor = A qHTS for Small Molecule Inhibitors of Shiga Toxin; inhibition, % at 38.7 µM; Vero cells, Shiga toxin protein synthesis inhibition reporter; actives 9.2% (n = 290,000); AID 2315, 2010; in the data active = inhibition mostly above about 28%, no sharp cut-off; inactive = mostly below about 43%; also: 0% is about no effect
Cycloheximide cs = Cycloheximide Counterscreen for Small Molecule Inhibitors of Shiga Toxin | cell reporter, cycloheximide protein synthesis inhibition counterscreen | max response, % | actives 12% (n = 300,000) | AID 2314, 2010; in the data active = max response mostly above about 13%, no sharp cut-off; inactive = mostly below about 14%; also: read at 38.3 µM for the half of the compounds with a filed dose; 0% is about no effect
Tb PYK inh = qHTS of Trypanosoma Brucei Inhibitors. pyruvate kinase (Trypanosoma brucei), Q57TT1. TbPYK enzyme, Kinase-Glo Plus ATP luminescence, 45 min. Potency, µM (highest dose often 76.8 µM), without a hit: at the top dose activity, negative = inhibition, actives largely listed as inhibitors. actives 0.12% (n = 410,000); also: potency is read from the fitted curve at half-maximal effect; % is scaled to controls: 0 for no effect and ±100 for the full control effect; nearly all actives have a fitted effect of over 50% in size
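Luminescent Kinase-Glo Plus end-point after 45 min room-temperature reaction of T. brucei pyruvate kinase started with 130 uM ADP (final). Buffer TEA 50 mM pH 7.2 with KCl, MgCl2, BSA, Tween-20; titration-based qHTS with fitted concentration-effect curves.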
Pf growth 48h = Primary qHTS for delayed death inhibitors of the malarial parasite plastid, 48 hour incubation | Potency, µM (highest dose often 28.7 µM), inactives show at the top dose activity change, negative = inhibition, usual class: inhibitors | P. falciparum luciferase growth in erythrocytes, 48 h | AID 504832, 2011 | actives 5.9% (n = 310,000); also: potency is read from the fitted curve at half-maximal effect; % is scaled to controls: 0 for no effect and ±100 for the full control effect
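Luciferase-expressing parasites in RBCs, 2% Hct / 0.1% parasitemia final; RPMI 1640 + 0.5% Albumax; 37 C, 5% CO2, one generation; luminescence read-out, lower signal = inhibition.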
Pf growth 96h = Primary qHTS for delayed death inhibitors of the malarial parasite plastid, 96 hour incubation; AID 504834, 2011; P. falciparum luciferase reporter growth, 96 h; actives 6.9% (n = 320,000); Potency, µM (series often up to 28.7 µM), for the others: at the highest dose activity change, negative = inhibition, hits mostly inhibitors; also: potency is read from the fitted curve at half-maximal effect; % is scaled to controls: 0 for no effect and ±100 for the full control effect
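Erythrocytes infected with luciferase-expressing P. falciparum were dispensed at 2% hematocrit and 0.05% parasitemia (final), then incubated with compounds 96 hours at 37 C in 5% CO2. Luminescence after detection reagent addition reported growth.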
Active calls of the source: *; ? = inconclusive; nt = not tested or not shown; & = joins results of further samples; [ ] = another dose, or the depositor's remark. Unless noted, calls follow the shape of the dose curve; as a rule, active = well fitted curve in the direction sought with a large enough effect; inconclusive = small, poorly fitted or top-dose-only effect, or another doubt; inactive = no such curve, though single readings can be large; an effect the other way counts as inactive or inconclusive.

SMILES	AmpC inh no detg	LmPK inhibitor	Shiga inhibitor	Cycloheximide cs	Tb PYK inh	Pf growth 48h	Pf growth 96h
CN(C(=O)c1ccccc1OCc1ccc(Cl)cc1)c1ccccc1	-57%	-3%	-19	1	9%	-1%	?
O=C(NCc1cccnc1)c1ccccc1NC(=O)c1c(F)cccc1F	-18%	0%	-18	7	-11%	49%[activator]	2%
COC(=O)CSc1[nH]c2ccc(F)cc2c1[N+](=O)[O-]	-11%	2%	-8	-1	-10%	-5%	0%
CC(C)(Cc1ccc(O)cc1)NC(=O)CC(=O)N/N=C/c1ccc(Cl)cc1	-28%	2%	-3	-3	-5%	17%	?
CC(=O)c1cccc(NC(=O)COC(=O)COc2ccccc2C)c1	-21%	1%	-9	1	-4%	-25%	21%
COc1ccc(CCNC(=O)COc2ccc(S(=O)(=O)N3CCOCC3)cc2C)cc1	86%[activator]	-7%	-5	-4	6%	-21%	13%
Cc1cc(C(=O)CS(=O)(=O)c2ccccc2)cc(C)c1O	-32%	-9%	44*	19*	-6%	50%[activator]	70%[activator]
Nc1nnc(-c2cn(-c3ccccc3)nc2-c2ccccc2)o1	-2%	0%	16	11	1%	?	-16%
Cn1c(N2CCCCC2)cc(=O)n(C)c1=O	-13%	4%	20	-5	-1%	?	40%[activator]
CSc1nc(NC(C)(C)C)nc(N2CCOCC2)n1	1%	5%	-2	-1	3%	?	-5%
Oc1ccc2ccccc2c1C1Nc2cccc3cccc(c23)N1	-33%	4%	-13	0	-1%	?	nt
COc1ccc(-c2[nH]nc3c2C(c2ccncc2)C(C#N)=C(N)O3)cc1 (stereo not drawn)	-30%	0%	-4	1	1%	-17%	4.7µM*
CC1=C(C(=O)OCC2CCCO2)C(c2ccc(C)o2)C2=C(CC(c3ccc(F)cc3)CC2=O)N1 (stereo not drawn)	90%[activator]	6%	-8	-2	4%	?	8%
Cc1nccn1S(=O)(=O)c1ccc(Br)cc1Br	-26%	2%	-1	-3	-24%	1.9µM*	13µM*
CCN(CC)c1ccc(-c2sc(Nc3ccccc3)n[n+]2-c2ccc(F)cc2)cc1	-13%	-10%	26*	18*	-9%	-25%	9.3µM*
O=C(COc1ccc2ccccc2c1)NCCn1ccc2ccccc21	1%	-3%	10	-2	-9%	6%	14%
CC(C)CC(NC(=O)c1cccs1)c1nnc(SCc2ccc(Cl)c(Cl)c2)n1C (stereo not drawn)	34%	3%	-12	-3	-8%	12µM*	?
c1ccc(C2=NN(c3ccccc3)CC2)cc1	-33%	-6%	114*	61*	-2%	148%[activator]	137%[activator]
CCOC(=O)c1c(C)c(/C=N/Nc2ccccc2)n(C)c1C	-5%	-3%	30	13*	3%	?	?
COC(=O)c1c(C)nn(-c2ccccc2)c1N	-2%	0%	-4	5	-9%	48%[activator]	-8%
Cc1ccccc1N1C(=O)c2cc(S(N)(=O)=O)c(Cl)cc2NC1C (stereo not drawn)	-12%	nt	nt	nt	-8%&-6%	-5%	37%[activator]
CC(=O)Nc1ccc(NC(=O)C(C)OC(=O)CSc2ccc(Br)cc2C)cc1 (stereo not drawn)	13%	-6%	14	-2	4%	?	-1%
Nc1ccc(O)c(C(=O)O)c1	nt	nt	nt	nt	-12%	-7%	0%
Cc1cc(C)n2nc(CC(=O)NNC(=O)COc3cccc(C)c3C)nc2n1	22%	4%	-12	2	0%	2%	33%[activator]
O=C(c1ccco1)N1CCN(C(=O)c2cc(=O)[nH]c3ccccc23)CC1	-19%	nt	nt	nt	0%	-20%	7%

Continued:
SMILES	AmpC inh no detg	LmPK inhibitor	Shiga inhibitor	Cycloheximide cs	Tb PYK inh	Pf growth 48h	Pf growth 96h
COc1ccc(C2Nc3ccccc3C(=O)N2C2CCCCC2)cc1 (stereo not drawn)	-49%	-3%	34	20	5%	?	?
CCOC(=O)C1CN(S(=O)(=O)c2ccccc2)CCN1S(=O)(=O)c1ccccc1 (stereo not drawn)	6%	7%	25	4	-11%	nt	?
CCOP(=O)(OCC)C(Nc1ccc(C)cc1)c1ccco1 (stereo not drawn)	34%	-2%	-11	-3	2%	12%	-6%
CN(CCC1CCOCC1)C(=O)CC1C(=O)NCCN1CC1CCCCC1 (stereo not drawn)	71%[activator]	1%	-24	-2	-6%	15%	0%
Cc1ccc(S(C)(=O)=O)cc1S(=O)(=O)Nc1cccc(Cl)c1	-17%	10%	16	-1	-7%	5%	-8%
Cc1ccc2[nH]c(=O)c(CN(CC3COCCO3)C(=O)Nc3ccccc3F)cc2c1 (stereo not drawn)	-15%	-3%	-18	1	-9%	-1%	-2%
O=C(CN1C(=O)COc2ccccc21)N1CCCc2ccccc21	-14%	4%	-16	8	0%	4%	?
CC(=O)Nc1ccc(NC(=O)C(C)OC(=O)CN(C)S(=O)(=O)c2ccc(Cl)cc2)cc1 (stereo not drawn)	-13%	5%	-11	-3	0%	nt	3%
Cn1nc(-c2ccccc2)cc1NC(=O)C1CCCCC1	7%	5%	59	41*	1%	69%[activator]	70%[activator]
O=C(c1cc2ncc(Br)cn2n1)N1CCN(C(=O)c2ccco2)CC1	-5%	5%	-5	-4	-16%	2%	41%[activator]
CCCCCCCCn1c(=O)c(C(=O)OC)c(N)c2ccccc21	68%[activator]	2%	8	-2	-3%	15µM*	?
O=C(NNC(=S)NC(=O)c1ccccc1[N+](=O)[O-])c1ccccc1O	-23%	3%	15	-2	-14%	?	16%
CC1CCN(C(=S)SCc2nc(N)nc(Nc3ccccc3)n2)CC1	-56%	-4%	35*	25*	-5%	-24%	-26%
CC(Oc1ccc(Cl)cc1Cl)C(=O)N/N=C1\CCCc2ccccc21 (stereo not drawn)	-48%	0%	-16	1	0%	6%	nt
OCCC1CN(Cc2ccccc2-c2ccco2)CCN1Cc1ccsc1 (stereo not drawn)	47%	14%	-4	-1	-1%	-29%	?
C/C(=N/NC(=O)CNC(=O)C1COc2ccccc2O1)c1cccc(O)c1 (stereo not drawn)	-34%	4%	20	16	7%	48%[activator]	?
Cc1cccc(CCNS(=O)(=O)c2cc3c(cc2C)NC(=O)CO3)c1	-18%	2%	-7	-2	3%	17%	9.3µM*
Cn1c(O)c(C(=NCCc2c[nH]c3ccccc23)c2ccccc2)c(=O)n(C)c1=O	125%[activator]	2%	-8	-2	0%	9.3µM*	?
Cc1cc(SCC(=O)c2cc(C)n(C)c2C)nc2ccccc12	-40%	-7%	-2	-4	2%	53%[activator]	?
COC(=O)C1=C(C)N=C2SC(C)C(=O)N2C1c1cccs1 (stereo not drawn)	-11%	-1%	-18	-4	3%	-21%	11%
COc1cc2sc(C)nc2c2ccccc12	-10%	0%	-2	1	-2%	18%	?
Cc1ccc(CN2CCN(/N=C/c3ccco3)CC2)c(C)c1	-2%	4%	12	0	-9%	-2%	11%
COC(=O)Nc1sc2nc(C)cc(C)c2c1-n1cccc1	42%	3%	-6	0	-12%	?	?
Cc1c(Br)c([N+](=O)[O-])nn1CCCC(=O)Nc1sc2c(c1C#N)CCC2	-23%	7%	-6	-4	?	32%[activator]	?
O=C(NCCc1c[nH]c2ccccc12)c1ccc(-n2cnnn2)cc1	-36%	5%	25	5	-8%	?	1%

Given in markdown: five of the compounds above
| Molecule | AmpC inh no detg | LmPK inhibitor | Shiga inhibitor | Cycloheximide cs | Tb PYK inh | Pf growth 48h | Pf growth 96h |
| --- | --- | --- | --- | --- | --- | --- | --- |
| CC(=O)Nc1ccc(NC(=O)C(C)OC(=O)CN(C)S(=O)(=O)c2ccc(Cl)cc2)cc1 (stereo not drawn) | -13% | 5% | -11 | -3 | 0% | nt | 3% |
| Cn1nc(-c2ccccc2)cc1NC(=O)C1CCCCC1 | 7% | 5% | 59 | 41* | 1% | 69%[activator] | 70%[activator] |
| O=C(c1cc2ncc(Br)cn2n1)N1CCN(C(=O)c2ccco2)CC1 | -5% | 5% | -5 | -4 | -16% | 2% | 41%[activator] |
| CCCCCCCCn1c(=O)c(C(=O)OC)c(N)c2ccccc21 | 68%[activator] | 2% | 8 | -2 | -3% | 15µM* | ? |
| O=C(NNC(=S)NC(=O)c1ccccc1[N+](=O)[O-])c1ccccc1O | -23% | 3% | 15 | -2 | -14% | ? | 16% |

Next section:
SMILES	AmpC inh no detg	LmPK inhibitor	Shiga inhibitor	Cycloheximide cs	Tb PYK inh	Pf growth 48h	Pf growth 96h
COCCNC(=O)CCc1c(C)nc2nc(-c3cc(OC)cc(OC)c3)nn2c1C	149%[activator]	1%	-9	5	0%	?	?
CCC(=O)N1c2ccccc2NC2=C(C(=O)CCC2)C1c1cccnc1 (stereo not drawn)	-20%	5%	-14	0	-23%	-8%	5%
CN1CCC(N(C)c2nc(-c3ccccc3)nc3ccccc23)CC1	24%	-1%	9	-1	0%	?	37%[activator]
COc1ccccc1NS(=O)(=O)c1ccc(Cl)c(NC(=S)NC(=O)C2CCCC2)c1	-28%	0%	-3	-2	-9%	-5%	-8%
O=C(CN(c1cccc([N+](=O)[O-])c1)S(=O)(=O)c1ccccc1)N1CCCCC1	2%	5%	-7	-3	1%	22%	-25%
c1c(C2CCCCC2)n[nH]c1CN1CCCCC1	-15%	-4%	-15	-2	3%	-27%	-25%
O=C(Nc1c(F)cc(F)cc1Br)C1CCCO1 (stereo not drawn)	-9%	-1%	-9	0	-6%	4%	-21%
O=S(=O)(NCCc1ccccc1)c1ccccc1	-18%	6%	-5	2	-4%	30%	39%[activator]
COc1ccc(/C=N/Nc2nnc(Cc3ccc(OC)c(OC)c3)c(=O)[nH]2)cc1OC	-4%	-1%	19	1	3%	-20%	13%
Nc1nc(SCC(=O)Nc2c(Br)cc([N+](=O)[O-])cc2Br)n[nH]1	-19%	2%	2	-5	-4%	-4%	35%[activator]
Cc1ccc(CSCC(=O)NCc2ccc(F)cc2)cc1	-13%	2%	-1	16	1%&-1%	11%	?
COc1cc(C2NC(=O)C(C#N)=C(S)N2c2ccc(C)cc2)ccc1OC(C)C (stereo not drawn)	-12%	-2%	78*	11*	0%	27%	nt
CCCCOC(=O)Oc1ccc2c(=O)c(Oc3cc(C)cc(C)c3)coc2c1	-18%	-5%	-10	-1	-1%	12%	2%
Cc1ccc(NC(=O)Nc2cccs2)nc1	-30%	4%	94*	38*	6%	128%[activator]	nt
NC(=O)Cc1cn(-c2ncc(C(F)(F)F)cc2Cl)c2ccccc12	2%	-1%	-20	-3	-11%	-9%	nt
CN(C1CCCCC1)S(=O)(=O)c1ccc(NC(=O)c2ccc(Br)o2)cc1	-25%	7%	-1	7	1%	?	9%
CNC(=O)CSc1nnc(NC(=O)C2CC(=O)N(c3ccccc3OC)C2)s1 (stereo not drawn)	-5%	-2%	-2	-3	?	-5%	-19%
CCN(CC)CC#CCC(O)(c1ccccc1)c1ccccc1	2%	-6%	-31	-2	5%	?	19%

Not a hit list, and some 22% of all compounds hit somewhere here.
